M1AAP inhibition = P. falciparum M1AAP inhibitors, biochemical, fluorogenic H-Leu-NHMec substrate, 1536-well (AID 1445); recombinant M1AAP, H-Leu-NHMec fluorogenic kinetic assay; higher % means a stronger effect; inhibition, % at 30 µM; hits with a dose series show IC50 in µM; 220,000 compounds, 0.42% hits;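 active = primary inhibition above the hit cutoff, then over 50% inhibition at one or more dose response concentrations, cut at about 23% in these data, passing the limit was not always enough; inconclusive = conflicting primary data, or primary hits not chosen for dose response; inactive = low primary inhibition, or under 50% at every dose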;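 also: plate controls were DMSO full reaction for no effect and no enzyme background for full effect; strong numbers were not always called active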
HEK293 NOD2/NF-kB = NOD2 signaling inhibitors, cell-based, luminescence, uHTS, HEK293 (AID 1566); HEK293 NOD2/NF-kB luciferase reporter, luminescence; higher % means a stronger effect; inhibition, % at 4 µM; hits with a dose series show EC50 in µM; 290,000 compounds, 0.63% hits; also: many of its hits are not listed in these tables
Dynein transport = blocks dynein driven cargo transport along microtubules. 3617.4 mouse cells, GR-EGFP nuclear translocation imaging; test concentration mostly 20 µM; stimulated with dexamethasone, 1 µM; stronger effect = lower value. z-score, hits read low. 220,000 compounds, 0.47% hits. AID 1381;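 active = plate z-score of nuclear minus cytoplasmic receptor signal below a set negative limit, without overly bright fluorescence or cell loss, cut at about -3.5 in these data, passing the limit was not always enough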;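 also: z-score of nuclear minus cytoplasmic ring GR-EGFP intensity difference per well; some compounds called inactive have numbers as strong as hits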
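Buffer or medium – tet-free medium with charcoal-stripped serum · Signal – automated 10x imaging of fixed Hoechst-stained cells · Also added – dexamethasone agonist, 1.0 µM final, for 30 min · Incubation – induction 48 h, compound 1 h, agonist 30 min · Read-out – GR-EGFP nuclear translocation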
KOR beta-arrestin-1 = kappa opioid receptor blockers – cell-based, luminescence, uHTS (AID 1778). KOR beta-arrestin recruitment, luminescence, antagonist mode; higher % means a stronger effect. inhibition, % at 10 µM; hits with a dose series show IC50 in µM. 290,000 compounds, 0.091% hits; also: strong numbers were not always called active
KOR beta-arrestin-2 = KOR agonists, beta-arrestin recruitment, primary screen, cell-based, luminescence, uHTS (AID 1777); 280,000 compounds, 0.02% hits; KOR beta-arrestin recruitment, luminescence; higher % means a stronger effect; activation, % at 10 µM, or EC50 in µM where a hit was titrated; in the data active = activation above about 50%, passing the limit was not always enough; also: a part of the inactive calls stands beside numbers as strong as those of hits
GPR55 beta-arrestin = GPR55 agonists via beta-arrestin recruitment, primary screen, imaging, U2OS cells, beta-arrestin-GFP redistribution (AID 1961). U2OS GPR55 beta-arrestin-GFP redistribution imaging; higher % means a stronger effect. activation, % at 10 µM, or EC50 in µM where a hit was titrated. 290,000 compounds, 0.048% hits;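 active = activation above 40% with more than 50 cells counted in the well; inconclusive = wells holding fewer than 50 cells, flagged as toxic or sparse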;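 also: U2OS osteosarcoma cells stably expressing GPR55 and beta-arrestin-GFP; plate controls were DMSO negative control for no effect and LPI positive control for full effect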
AID2073 = inhibitors of Mint1-CaV2.2 protein interaction, biochemical, HTRF (AID 2073) | one-dose inhibition, % at 20 µM; IC50 in µM for titrated hits | HTRF protein-protein interaction, Mint1-CaV2.2; higher % means a stronger effect | 290,000 compounds, 0.19% hits; in the data active = inhibition mostly above about 51%, no sharp cut-off; inconclusive = no clear call, values can overlap the other calls; inactive = mostly below about 53%; also: some results filed as inactive read as strong as hits
NOD1 inhibition = inhibition of NOD1-driven NF-kB reporter – cell-based, luminescence, uHTS, primary screen (AID 1578); one-dose inhibition, % at 4 µM; EC50 in µM for titrated hits; NOD1-driven NF-kB luciferase reporter cells, luminescence; higher % means a stronger effect; 290,000 compounds, 1% hits; in the data active = inhibition mostly above about 36%, no sharp cut-off; inactive = mostly below about 34%;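 also: HEK-293T reporter cells stimulated with the NOD1 agonist gamma-tri-DAP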
P. falciparum M17LAP = P. falciparum M17LAP inhibitors, primary screen, biochemical, fluorogenic H-Leu-NHMec substrate, 1536-well (AID 1619) | recombinant M17LAP, H-Leu-NHMec fluorogenic kinetic assay; higher % means a stronger effect | one-dose inhibition, % at 30 µM; IC50 in µM for titrated hits | 220,000 compounds, 0.38% hits;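 active = compound inhibiting the enzyme by more than half at any dose during confirmatory dose-response retesting; inconclusive = strong single-dose inhibitors picked by rank but not retested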;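 also: plate controls were full reaction with DMSO carrier for no effect and no enzyme background for full effect; strong numbers were not always called active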
Dynein transport cytoplasmic EGFP = further read-out of Dynein transport, marked with its call; z-score; measured here: cytoplasmic GR-EGFP intensity; stronger effect = higher value
Dynein transport nuclear GR-EGFP = recorded beside Dynein transport, whose call it bears; z-score; measured here: nuclear GR-EGFP intensity;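 lower value marks the stronger effect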
Dynein transport cell count = second read-out of Dynein transport, no call of its own (marks repeat the call); z-score; measured here: cell count per field
* = called active by the depositor; ? = inconclusive; / = no result given; [ ] = remark or other dose. Rule as the data show it, unless noted: active = inhibition above about 50%; inactive = the rest. Some of the compounds tested; the hit share may differ from the screen's.

SMILES	M1AAP inhibition	HEK293 NOD2/NF-kB	Dynein transport	Dynein transport cytoplasmic EGFP	Dynein transport nuclear GR-EGFP	Dynein transport cell count	KOR beta-arrestin-1	KOR beta-arrestin-2	GPR55 beta-arrestin	AID2073	NOD1 inhibition	P. falciparum M17LAP
CN(Cc1ccccc1)S(=O)(=O)c1ccc(NC(=O)C2CCCO2)cc1 (centres undefined)	10%	-8%	-0.56	-0.17	0.083	0.33	-4%	3.2%	-0.3%	5%	-8%	-8%
COc1cc(OC)c2ccc(=O)oc2c1C(CC(=O)N1CCCC(C)C1)c1ccc2c(c1)OCO2 (centres undefined)	7%	3%	0.46	-0.83	0.35	-0.12	31%	-2.2%	0.0%	11%	-2%	-7%
C=CCn1c(-c2ccccc2)ccc(C#N)c1=O	11%	3%	-0.12	-0.06	-0.21	0.48	4%	-1.7%	0.0%	0%	3%	-9%
CCNC(=O)COc1ccc(F)cc1C(=O)c1cnn(-c2ccccc2)c1	/	1%	/	/	/	/	-18%	4.5%	0.3%	4%	1%	/
O=C(NCc1ccccc1)NCc1cccs1	-3%	-20%	2.2	0.21	2.1	-2.1	-23%[20 µM]	/	-0.1%	-1%	-33%	-6%
O=C(/C=C/c1ccc(S(=O)(=O)NCc2ccco2)cc1)NCc1cccc(Cl)c1	7%	-20%	0.74	-0.24	0.089	-0.44	0%	5.2%	-0.4%	12%	10%	13%
c1ccc(OCCOc2cccc3cccnc23)cc1	-4%	-9%	0.71	-0.22	0.54	-0.11	-9%	-4.2%	-0.1%	-1%	-31%	9%
O=C(COc1ccc(Cl)cc1)Nc1ccccc1Cl	/	-20%	/	/	/	/	-33%	4.8%	-0.1%	7%	-6%	/
Cn1cc(C(=O)N2CCc3ccccc3C2)c(=O)c2cc(S(=O)(=O)N3CCOCC3)ccc21	-1%	3%	0.8	-0.26	0.03	0.5	-14%	2.7%	0.0%	-6%	-26%	10%
CCOc1ccc(N2CC(C(=O)NCCc3ccccc3)CC2=O)cc1 (centres undefined)	/	-11%	/	/	/	/	9%	-5.8%	-0.1%	-6%	-23%	/
CC(=O)Nc1cccc(NC(=O)CSc2nnc(Cc3cccn3C)n2CCc2ccccc2)c1	14%	-17%	0.014	-0.27	0.27	0.34	10%	-2.1%	-0.2%	-19%	-24%	8%
COc1ccc(-c2noc(N3CCCC(C(=O)Nc4ccc(C(C)=O)cc4)C3)n2)cc1 (centres undefined)	/	9%	/	/	/	/	16%	-2.6%	-0.2%	-4%	-22%	/
O=C(Nc1ccccc1C(F)(F)F)C1CCN(C(=O)c2cccs2)CC1	/	-3%	/	/	/	/	-14%	-1.6%	0.4%	5%	-25%	/
CCC(C(=O)NC1CCCCC1)n1c(SCc2cccc(F)c2)nc2ccncc21 (centres undefined)	5%	-8%	-0.7	-0.28	0.21	0.52	/	/	-0.2%	-2%	-15%	-9%
S=C(NCCCN1CCOCC1)Nc1ccc(Nc2ccccc2)cc1	4%	5%	-0.58	-0.054	-0.21	0.24	-9%	-3.5%	0.3%	-23%	-22%	1%
N#C/C(=C\c1ccc(Sc2nc3ccccc3[nH]2)o1)c1ccccc1	4%	30%	-0.36	-0.085	-0.39	0.39	-23%	4.1%	0.7%	4%	65%	-19%
O=C(COc1ccccc1)NCc1cccs1	0%	-17%	-1.3	-0.44	-0.41	1.3	-6%	3.2%	-0.1%	16%	-2%	5%
OCCC1CN(Cc2ccc(-n3cccn3)cc2)CCN1Cc1ccccc1 (centres undefined)	11%	8%	1.8	-0.13	1.3	-1.5	0%	-4.2%	-0.1%	6%	-8%	-1%
CC(NC(=O)CNC(=O)c1cccc(Cl)c1)c1ccccc1 (centres undefined)	/	-20%	/	/	/	/	-2%	2.7%	-0.1%	20%	27%	/
CO/N=C/CC(=O)c1ccc([N+](=O)[O-])c(CS(=O)(=O)c2ccc(Cl)cc2)c1	/	-3%	/	/	/	/	-15%	3.8%	0.4%	5%	9%	/
Cc1cc(F)ccc1NC(=O)c1cc(S(=O)(=O)N2CCCC2)cn1C	/	14%	/	/	/	/	0%[20 µM]	-0.8%	-0.1%	11%	1%	/
C#CCOC(=O)c1ccccc1C(=O)N(CC)CC	5%	12%	0.42	-0.21	0.54	-0.51	0%	-1.9%	-0.1%	-5%	-1%	7%
Cc1ccccc1Nc1c(-c2ccncc2)nc2ccc(Br)cn12	12%	-27%	-0.74	-0.32	-0.61	0.64	2%	1.2%	-0.2%	3%	-27%	-20%
O=C(Nc1cnn(Cc2c(Cl)cccc2Cl)c1)c1ccc([N+](=O)[O-])cc1	-1%	-27%	-0.53	-0.21	0.19	1.4	-27%	2.9%	-0.1%	-1%	-1%	9%

An excerpt from further up:
SMILES	M1AAP inhibition	HEK293 NOD2/NF-kB	Dynein transport	Dynein transport cytoplasmic EGFP	Dynein transport nuclear GR-EGFP	Dynein transport cell count	KOR beta-arrestin-1	KOR beta-arrestin-2	GPR55 beta-arrestin	AID2073	NOD1 inhibition	P. falciparum M17LAP
Cc1cc(F)ccc1NC(=O)c1cc(S(=O)(=O)N2CCCC2)cn1C	/	14%	/	/	/	/	0%[20 µM]	-0.8%	-0.1%	11%	1%	/
C#CCOC(=O)c1ccccc1C(=O)N(CC)CC	5%	12%	0.42	-0.21	0.54	-0.51	0%	-1.9%	-0.1%	-5%	-1%	7%
Cc1ccccc1Nc1c(-c2ccncc2)nc2ccc(Br)cn12	12%	-27%	-0.74	-0.32	-0.61	0.64	2%	1.2%	-0.2%	3%	-27%	-20%
O=C(Nc1cnn(Cc2c(Cl)cccc2Cl)c1)c1ccc([N+](=O)[O-])cc1	-1%	-27%	-0.53	-0.21	0.19	1.4	-27%	2.9%	-0.1%	-1%	-1%	9%

Later entries:
SMILES	M1AAP inhibition	HEK293 NOD2/NF-kB	Dynein transport	Dynein transport cytoplasmic EGFP	Dynein transport nuclear GR-EGFP	Dynein transport cell count	KOR beta-arrestin-1	KOR beta-arrestin-2	GPR55 beta-arrestin	AID2073	NOD1 inhibition	P. falciparum M17LAP
CN(C)S(=O)(=O)c1ccc(NC(=O)C2CC(=O)N(Cc3ccccc3)C2)cc1 (centres undefined)	0%	3%	-0.11	-0.31	-0.14	0.46	-33%	2.1%	0.6%	1%	-14%	-16%
Cc1cc(S(=O)(=O)N2CCN(c3ccccc3O)CC2)c(C)s1	8%	-7%	-0.46	-0.14	-0.071	-0.06	6%	0.9%	0.5%	?	-7%	3%
COC(=O)C(C)Oc1ccc(Oc2nc(Cl)ccc2Cl)cc1 (centres undefined)	-1%	11%	-0.11	-0.22	0.23	1.5	7%	1.1%	0.7%	-9%	-11%	-3%
CC1(c2cc(C(F)(F)F)n3nc(C(=O)O)cc3n2)CC1	1%	22%	0.49	-0.2	0.71	-0.089	6%	-3.6%	-0.3%	2%	-7%	17%
CCOC(=O)c1ccc(NC(=O)c2sc3nc(N4CCOCC4)c4c(c3c2N)CCCC4)cc1	/	/	/	/	/	/	-19%	5.6%	0.3%	22%	/	/
CC(C)CCN(C(=O)CNC(=O)c1cccs1)C(C(=O)NC1CCCCC1)c1cccnc1 (centres undefined)	1%	9%	0.21	-0.27	1.1	-0.63	18%	-2.6%	-0.1%	10%	-6%	4%
CC(=O)N/C(=N\c1nc(C)cc(C)n1)Nc1ccc2ccccc2c1	/	-2%	/	/	/	/	22%	1.8%	0.6%	5%	27%	/
O=C(NCc1ccccc1)NC1(C(=O)N2CCN(c3ncccn3)CC2)CCCCC1	6%	7%	-0.24	-0.21	-0.0022	0.31	-23%	-4.7%	0.1%	-4%	4%	0%
CCCCCCNC1=NCCS1	0%	20%	0.67	-0.34	-0.28	0.68	2%	4.8%	-0.4%	-10%	0%	-5%
Cc1ccc2nc(-c3cccnc3)oc2c1	-3%	-86%	0.49	-0.31	0.77	-0.67	6%	-1.7%	0.0%	10%	16%	-3%
O=C(C1COc2ccccc2O1)N1CCn2c(nc3ccccc32)C1 (centres undefined)	1%	4%	-0.16	-0.15	-0.053	-0.3	/	/	-0.1%	46%	10%	-8%
Cc1cc[n+](C(C)C(=O)c2ccc(-c3ccccc3)cc2)cc1 (centres undefined)	6%	22%	-0.98	-0.26	-0.43	0.77	39%	-4.8%	0.0%	7%	23%	-4%
COc1ccc(CC(=O)NC(C)c2ccc(S(N)(=O)=O)cc2)cc1S(=O)(=O)N1CCOCC1 (centres undefined)	/	4%	/	/	/	/	-1%	0.3%	0.0%	4%	-25%	/
O=C(O)CCc1nc(-c2ccccc2)no1	0%	-2%	-0.96	-0.43	-0.59	1.4	32%	0.6%	-0.3%	0%	-5%	14%
COc1ccc2cc(CO)c(Cl)nc2c1	5%	14%	0.12	-0.18	0.37	0.62	-3%	-3.3%	0.1%	14%	-28%	-7%
CCc1nn(CC(=O)NCCc2ccc(Cl)cc2)c(=O)c2cccn12	/	11%	/	/	/	/	-34%	0.3%	0.0%	16%	-22%	/
CCN1C(=O)C(CC(=O)Nc2c(C)cccc2C)Nc2cc(S(=O)(=O)N(C)C)ccc21 (centres undefined)	3%	0%	0.57	-0.085	0.56	0.31	-18%	5.4%	-0.5%	-2%	-24%	-4%
CCCc1[nH][nH]c(=O)c1C(c1cccc(Cl)c1)C(C#N)C#N (centres undefined)	4%	1%	1.1	-0.19	1.2	-0.24	-48%	0.9%	-0.2%	1%	22%	28%
Cc1noc(C)c1-c1nc(CS(=O)(=O)c2ccccc2)no1	0%	14%	-1.2	-0.26	-0.61	1.2	35%	-3.2%	0.2%	-13%	4%	13%
COc1ccccc1NC(=O)NCCN1CCN(c2cccc(Cl)c2)CC1	/	2%	/	/	/	/	-11%	8.7%	-0.1%	-5%	-1%	/
Cc1c(NC(=O)c2ccc(F)cc2)c(=O)n(-c2ccccc2)n1C	17%	7%	-0.24	-0.23	-0.12	-0.031	-41%	4.7%	0.3%	14%	9%	11%

Screens: PubChem BioAssay, several laboratories
